RSV CPE inhibition = RSV antiviral activity via CPE protection, HEp-2 cells, primary 10 µM value included (AID 2391); HEp-2 cells, RSV-induced CPE inhibition; higher % means a stronger effect; one-dose CPE inhibition, % at 10 µM; IC50 in µM for titrated hits; 310,000 compounds, 0.13% hits; in the data active means a potency from the dose series; inconclusive means CPE inhibition mostly from about 23% at the one dose, without a potency; inactive means the rest, 99 in 100 with CPE inhibition below about 21%; further: strong numbers were not always called active
WT yeast gro inh = growth inhibition of WT yeast, mitochondrial fusion screen | mitochondrial fusion phenotypic screen, WT strain | inhibition, % at 10 µM | 190,000 compounds, 2.1% hits | AID 1362; in the data active means inhibition above about 58%; tested in S. cerevisiae
West Nile virus CPE = West Nile virus antiviral activity, cell-based, CPE readout (AID 1621). West Nile virus-infected cells, CPE inhibition; higher % means a stronger effect. one-dose CPE inhibition, % at 10 µM; IC50 in µM for titrated hits. 290,000 compounds, 0.02% hits; in the data active means a potency from the dose series; inconclusive means CPE inhibition mostly from about 3.7% at the one dose, without a potency; inactive means the rest, 99 in 100 with CPE inhibition below about 2.2%; further: strong numbers were not always called active
SV40 large T antigen = TAg ATPase/helicase activity blockers – biochemical (AID 1903); SV40 large T antigen ATPase/helicase inhibition assay; higher % means a stronger effect; one-dose inhibition, % at 20 µM; IC50 in µM for titrated hits; 310,000 compounds, 0.39% hits; in the data active means a potency from the dose series; inconclusive means inhibition mostly from about 32% at the one dose, without a potency; inactive means the rest, 99 in 100 with inhibition below about 32%; further: strong numbers were not always called active
Salmonella PhoP GFP = inhibitors of PhoP regulon expression, primary screen, Salmonella Typhimurium, GFP reporter (AID 1863); S. Typhimurium PhoP-regulated promoter GFP reporter, 4 h; higher % means a stronger effect; one-dose inhibition, % at 50 µM; IC50 in µM for titrated hits; 300,000 compounds, 0.16% hits;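 active means inhibition over 29.93%, a cutoff 3 SD above the screen mean, later confirmed by dose response; inconclusive means inhibition over 29.93% but no dose response follow-up; inactive means inhibition at most 29.93% or unconfirmed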;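 further: 0% = low Mg2+ inducing control and 100% = high Mg2+ repressing control; strong numbers were not always called active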
MgcRacGAP inhibition = MgcRacGAP GTPase-activating activity inhibitors, confirmation, biochemical, ADP Hunter fluorescence | MgcRacGAP-stimulated Rac1 GTP hydrolysis, ADP Hunter fluorescence; higher % means a stronger effect; GST-tagged Rac1 F28L mutant substrate | inhibition, % at 30 µM; hits with a dose series show IC50 in µM | 340,000 compounds, 0.6% hits;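 active means first-screen hits whose inhibition reached a set limit at any dose in the follow-up dose series; inconclusive means inhibition above the set first-screen limit but never retested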;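 further: fluorescence reports GDP produced by GAP-driven GTP hydrolysis; strong numbers were not always called active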
bCat nuc transl = modulators of beta-catenin nuclear translocation; HeLa beta-catenin nuclear translocation, immunofluorescence imaging; nuclear translocation activity, % at 5 µM; 190,000 compounds, 0.3% hits; AID 1665;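 active means nuclear translocation activity above 50% at 5 µM, with a well cell count of 50 or more; inconclusive means wells under 50 cells across six images, flagged as toxic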;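 further: per-cell ratio of nuclear to cytoplasmic median beta-catenin stain intensity; plate controls were DMSO negative control for no effect and GSK-3 inhibitor IX positive control for full effect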
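Signal – beta-catenin immunofluorescence imaging with DAPI · Test system – human HeLa cell line · Dosing – 5 µM primary single dose, 0.1% DMSO, 0.02–20 µM confirmation series · Measure – % activation, nuclear-to-cytoplasmic median beta-catenin signal ratio per cell · Incubation – 24 h compound exposure at 37°C, 5% CO2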
Myeloid diff MLP = myeloid differentiation induction | AID 624256 | ER-HoxA9 myeloid progenitors, lysozyme-GFP differentiation, flow cytometry | calls only at 10 µM | 360,000 compounds, 1% hits;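 active means normalized GFP-positive differentiation at or above the plate's own cutoff, the solvent-only control mean plus 3 SD; inconclusive means no clear call, values can overlap the other calls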;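 further: cells exposed to compound for four days before flow analysis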
T cell modulator = T cell immune modulators affecting CD8 T cell-vesicle binding | 2C CD8+ T cell-vesicle binding, flow cytometry; hits give low values | 330,000 compounds, 0.068% hits | calls only at 7 µM;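 active means response, share of CD8 T cells binding vesicles, and their 90th percentile fluorescence all below set limits, cut at about 80% in these data, passing the limit was not always enough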
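material = purified 2C TCR transgenic mouse naive CD8+ T cells | controls = Unloaded micro-vesicles (low), QL9 vesicles with 0.7% DMSO (high) | detection = cytometric PE anti-B7-1 and Alexa647 anti-CD8 signals after 1% paraformaldehyde fixation | incubation = binding step 1.5 h, 37 °C, antibody labelling 20 min, ice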
WT yeast gro inh mutant strain = second read-out of WT yeast gro inh, no call of its own (marks repeat the call); inhibition, %; mitochondrial fusion phenotypic screen, mutant strain inhibition
bCat nuc transl cell count 5 µM = recorded beside bCat nuc transl, whose call it bears; cell count; measured here: cell count, cytotoxicity flag
T cell modulator vesicle-bound % = further read-out of T cell modulator, marked with its call; double positive events, %; measured here: CD8+ vesicle-bound cell fraction;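 binding gate set so that unloaded-vesicle control wells show 10% double positive cells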
Myeloid diff MLP GFP+ MAC1+ % = further read-out of Myeloid diff MLP, marked with its call; GFP+ MAC1+ double positive, %; measured here: differentiation confirmed by MAC1 staining
Active calls of the source: *; i = inactive; ? = inconclusive; nt = not tested or not shown.

Results follow in this order: RSV CPE inhibition, WT yeast gro inh, WT yeast gro inh mutant strain, West Nile virus CPE, SV40 large T antigen, Salmonella PhoP GFP, MgcRacGAP inhibition, bCat nuc transl, bCat nuc transl cell count 5 µM, Myeloid diff MLP, Myeloid diff MLP GFP+ MAC1+ %, T cell modulator, T cell modulator vesicle-bound %
- N#C/C(=C/c1ccc(-c2ccccc2[N+](=O)[O-])o1)C(=O)NCCN1CCCCC1
→ -0.8%, nt, nt, -1.0%, 2%, -7%, 13%, 1.0, 1302, i, 1.0, i, 43
- O=C1CCC/C(=N/NC(=O)c2ccc(NS(=O)(=O)c3cccs3)cc2)C1
→ 2.0%, -2, 2, 0.0%, 18%, 7%, -1%, -1.5, 1099, i, 2.0, i, 26
- COc1cc(-c2nc3sc(C)c(C)c3c(=O)o2)cc(OC)c1OC
→ 3.6%, nt, nt, 0.2%, 12%, -4%, 2%, nt, nt, i, 0.9, i, 59
- CCCCNC(=O)c1cc(-c2ccc3c(c2)OCO3)on1
→ -0.3%, nt, nt, -0.5%, 11%, 5%, 7%, nt, nt, i, 0.5, i, 37
- O=C(O)c1cccc(S(=O)(=O)N2CCc3ccccc3C2)c1
→ 2.8%, nt, nt, 0.0%, 6%, 8%, 3%, nt, nt, i, 1.2, i, 21
- Cc1onc(-c2ccccc2)c1CNS(=O)(=O)c1ccc(F)cc1F
→ 0.7%, nt, nt, -0.4%, 4%, -7%, 2%, -1.3, 1157, i, 0.7, i, 47
- Cc1ccc(S(=O)(=O)CC(=O)c2ccc(C)c([N+](=O)[O-])c2)cc1
→ 0.6%, 8, 10, -0.1%, 4%, 8%, 16%, -2.6, 1143, i, 0.6, i, 23
- CCOC(=O)/C=C/C(=O)OCC(=O)N1CCN(C(=O)c2ccco2)CC1
→ 0.7%, nt, nt, 1.1%, 18%, -3%, 8%, nt, nt, i, 1.1, i, 9
- COc1ccc2nc(N3CCCC3)c(C#N)cc2c1
→ 4.7%, 1, -6, 0.3%, 15%, -7%, 8%, nt, nt, i, 0.9, i, 17
- CCN(CC)S(=O)(=O)c1ccc(-c2csc(C)n2)cc1
→ -0.6%, -2, -6, 1.1%, 3%, -3%, 10%, 1.0, 1016, i, 0.3, i, 5
- COC(=O)n1c(=O)oc2ccccc21
→ 0.6%, 9, 0, 0.1%, -1%, -5%, 4%, -3.8, 928, i, 0.6, i, 18
- O=C(CCl)Nc1ccccc1C(=O)Nc1ccc2c(c1)OCO2
→ 1.4%, nt, nt, -0.2%, -4%, -1%, 15%, 1.5, 1252, i, 1.1, i, 25
- CCc1sc(NC(=O)CCC(=O)O)nc1-c1cc2ccccc2oc1=O
→ 2.0%, -8, 1, 0.4%, 14%, -6%, 0%, -0.7, 1100, i, 0.4, i, 48
- CCOn1c(=O)c(-c2cc(OC)ccc2OC)[n+]([O-])c2ccccc21
→ 1.7%, nt, nt, 1.0%, 5%, -2%, 10%, nt, nt, i, 0.5, i, 50
- COC(=O)c1cc(S(=O)(=O)N2CCCC2)c(Cl)cc1Cl
→ 0.8%, nt, nt, -1.1%, 1%, 1%, -2%, nt, nt, i, 0.3, i, 63
- N#Cc1ccccc1OCC(=O)C1CC1
→ 0.0%, nt, nt, 0.3%, 7%, 3%, 6%, 1.6, 1249, i, 0.7, i, 44
- O=C(c1ccc([N+](=O)[O-])o1)N1CCN(c2nc3c(Cl)cccc3s2)CC1
→ 39%, nt, nt, nt, 15%, 2%, 7%, nt, nt, i, 2.6, i, 43
- O=C(Cn1ncc(Cl)c(Cl)c1=O)c1ccc(Cl)cc1
→ -4.4%, -13, -9, nt, 6%, 3%, 7%, -1.3, 1122, ?, nt, i, 41
- O=C(Cn1nnc(-c2ccccc2)n1)Nc1cccc(S(=O)(=O)N2CCCC2)c1
→ 13%, nt, nt, nt, 9%, 5%, 1%, nt, nt, i, 0.6, i, 20
- COc1ccc(N2C(=O)CSC2c2cccs2)cc1 (centres undefined)
→ 0.6%, -2, -23, -0.3%, 1%, -5%, 8%, 1.9, 497, i, 1.2, i, 9
- CCOc1cc(C(=O)NCCC(=O)N2CCC3(CC2)NCCc2[nH]cnc23)cc(OCC)c1OCC
→ 1.1%, nt, nt, -0.3%, 3%, -9%, 12%, nt, nt, i, 0.0, i, 19
- O=C(N[C@H](CO)Cc1ccccc1)c1ccco1
→ 2.7%, nt, nt, -0.8%, 1%, -5%, 8%, nt, nt, i, 1.3, i, 29
- COCCCNC(=O)c1ccc(Cn2c(=O)c3ccccc3n(Cc3ccccc3C)c2=O)cc1
→ 1.4%, 1, 3, 0.4%, 7%, 6%, 7%, -12, 1181, i, 0.9, i, 49
- Cc1nc2cc(Cl)c(Cl)cc2nc1C
→ 2.4%, 52, 8, 0.0%, 3%, 9%, 6%, -0.6, 1116, i, 1.0, i, 55
- Cn1nc(-c2ccccc2)cc1NC(=O)Nc1ccc(C(C)(C)C)cc1
→ 7.4%, nt, nt, 1.0%, 20%, 0%, -13%, 0.2, 1357, i, 0.7, i, 20
- O=C(NC1CC1)C1CCN(S(=O)(=O)c2cc(Cl)ccc2Cl)CC1
→ 0.1%, -2, -25, -0.7%, 6%, 3%, 3%, 1.7, 1529, i, 0.2, i, 15
- Cc1ccccc1C(=O)OC(C)CN1CCOCC1 (centres undefined)
→ 1.5%, -30, -20, 0.1%, -2%, -2%, 0%, -2.2, 1156, i, 0.3, i, 53
- CCn1c(SCC(=O)NC2=NCCS2)nnc1C(C)NC(=O)c1ccc(Cl)cc1 (centres undefined)
→ 1.6%, nt, nt, 0.5%, 9%, -6%, 7%, nt, nt, i, 0.3, i, 25
- C=CCn1c(CCNC(=O)c2ccccc2F)nnc1SCC(=O)Nc1nc2ccccc2s1
→ 2.5%, 1, 4, 0.0%, 1%, 10%, 4%, nt, nt, i, 2.2, i, 34
- CCOC(=O)C(C)Oc1ccc(=O)n(-c2ccccc2)n1 (centres undefined)
→ 0.6%, 4, 9, 0.9%, 23%, 1%, 3%, 2.8, 1169, i, 5.9, i, 10
- COc1ccc(C(=O)CCC(=O)Nc2cccnc2)cc1
→ 3.2%, -9, -21, 0.1%, 6%, 8%, 5%, -2.0, 1102, i, 0.7, i, 8
- Fc1ccc(CO/N=C/C2=C(Cl)c3ccccc3CC2)cc1
→ 7.3%, 58*, 27*, -0.3%, 10%, -5%, 11%, -3.4, 1232, i, 0.4, i, 38
- Cc1ccc(C)c(NC(=O)NCCN2CCCCC2)c1
→ -0.2%, nt, nt, 0.0%, 7%, 8%, -2%, nt, nt, i, 0.4, i, 65
- CSc1nnnn1-c1ccc(Cl)cc1
→ 44%, 13, -20, -0.4%, 4%, 1%, 8%, 0.5, 1381, i, 0.3, i, 50
- COc1ccc(/C=C2\SC(=O)N(CCn3cnnn3)C2=O)cc1
→ 0.0%, -7, -3, -0.8%, -51%, -6%, 2%, -0.9, 1046, i, 0.7, i, 57
- CCOC(=O)c1ccc(N2C(=O)c3n[nH]c(C)c3C2c2ccco2)cc1 (centres undefined)
→ 6.6%, 3, 12, 0.4%, 15%, 1%, 10%, -5.0, 956, i, 1.5, i, 26
- Cn1c(=O)c(=O)n(C)c2cc(S(=O)(=O)N3CCCC3C(=O)NCc3cccs3)ccc21 (centres undefined)
→ 1.4%, nt, nt, -0.2%, 9%, -3%, 13%, 1.1, 1250, i, 0.1, i, 34
- Cc1nn(C(C)C(=O)NNC(=S)Nc2ccc(Cl)cc2)c(C)c1[N+](=O)[O-] (centres undefined)
→ 2.1%, 1, -10, 0.2%, 28%, 16%, 12%, -2.0, 1185, i, 6.5, i, 14
- C/C(=N\N1CCN(c2ccccc2)CC1)c1ccncc1
→ 0.4%, -10, -6, 0.6%, 19%, 11%, 1%, 0.2, 1520, i, 0.4, i, 21
- N#Cc1cc2c(nc1S(=O)(=O)Cc1ccccc1)CCCC2
→ -1.5%, -3, 9, 0.5%, 6%, 0%, 4%, -1.4, 1042, i, 0.8, i, 18
- COc1cc(NS(=O)(=O)c2ccc(NC(=O)c3ccc([N+](=O)[O-])cc3)cc2)ncn1
→ 1.4%, nt, nt, 0.6%, 2%, 9%, 4%, nt, nt, i, 2.3, i, 67
- COc1cccc(C(=O)Nc2c3c(nn2-c2ccccc2C)CS(=O)C3)c1OC (centres undefined)
→ 1.4%, -3, 5, nt, 9%, -8%, 2%, nt, nt, i, 1.3, i, 45
- CCOCCn1c(N(C)Cc2ccccc2)nc2c1c(=O)[nH]c(=O)n2C
→ 0.8%, 3, 0, 1.7%, 2%, -5%, 4%, -5.6, 1022, i, 0.3, i, 22
- CCOc1ccccc1C(=O)Nc1cccc2ccccc12
→ 7.3%, nt, nt, -1.1%, 1%, 10%, 10%, nt, nt, i, 0.5, i, 60
- CCc1c(C)sc(NC(=S)N2CCN(S(C)(=O)=O)CC2)c1C(=O)OC
→ -0.3%, nt, nt, 0.0%, 11%, -4%, 6%, -0.7, 1385, i, 0.4, i, 30
- COc1ccc(Oc2ncccc2[N+](=O)[O-])cc1
→ 1.0%, nt, nt, 0.1%, 16%, -8%, 6%, 1.4, 1247, i, 0.9, i, 36
- CCCCn1c2nc3ccccc3nc2c2c(=O)n(C(C)CC)cnc21 (centres undefined)
→ -1.0%, 1, 6, 0.3%, 18%, 4%, -1%, 0.6, 1127, ?, nt, i, 34
- O=C(O)c1cccc(S(=O)(=O)Nc2ccc3c(c2)OCO3)c1
→ 0.1%, -18, 13, -0.1%, 16%, -2%, -1%, 1.9, 1101, i, 0.5, i, 44

High-throughput results (PubChem BioAssay)
